HDAC3 inhib: blocks human histone deacetylase 3; O15379; recombinant HDAC3, fluorogenic peptide/trypsin coupled, fluorescence; inhibition, % at 8.3 µM; actives 0.15% (n = 320,000); AID 2718; in the data active = inhibition above about 26%, passing the limit was not always enough; inconclusive = no clear call, values can overlap the other calls
MrgX1 allo act: human MrgX1 positive allosteric modulation, primary screen. Q96LB2. MrgX1-HEK293, Fluo-4 calcium flux, FDSS; hits give high values. B-score at 10 µM. actives 0.63% (n = 310,000). AID 588675;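 active = plate-corrected calcium response at least 3 library SD above typical, normal starting fluorescence, not activating the receptor alone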;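 also: compound read alongside a low EC10 to EC30 dose of BAM8-22 agonist; peak minus trough fluorescence over baseline measured at the second addition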
RGS4 block: inhibitors of human RGS4; B-score at 10 µM; HEK293 M3R/RGS4 inducible, Fluo-4 calcium flux; hits give high values; triggered by carbachol at its EC20; AID 463165; actives 0.45% (n = 310,000);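 active = B-score, a plate-corrected calcium signal, over three deviations above library mean, with baseline fluorescence within five deviations of library mean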;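 also: RGS4 expression induced by doxycycline in cells with stable M3 receptor; B-score is computed from the integrated fluorescence ratio over baseline after carbachol; higher B-score means a larger calcium signal and so more RGS4 inhibition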
SKKanGAS inh: inhibitors of SKKanGAS S. pyogenes growth in kanamycin (SK-promoter or general growth effect) | actives 1.3% (n = 300,000) | inhibition, % at 7.5 µM | BacTiter-Glo, 6 h;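 active = mean replicate score, as percent of positive control median, at least 50; inconclusive = mean below 50 but one replicate at or above 50; inactive = mean and every replicate below 50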;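 also: strain carries kanamycin resistance gene driven by streptokinase promoter and grows in 40 µg/ml kanamycin; loss of luminescence reflects streptokinase promoter inhibition or plain growth inhibition; 0% = median of DMSO wells and 100% = positive control at its reference dose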
TRPC6 activator: mouse TRPC6 channel activation | actives 0.13% (n = 310,000) | HEK293-TRPC6 membrane potential dye fluorescence; hits give high values | AID 2550 | B-score at 10 µM;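 active = B-score of the integrated fluorescence ratio above library mean plus 3 SD, and starting fluorescence ratio within library mean plus 5 SD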;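 also: higher score means more depolarization so channel activation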
TRPC6 inhibitor: mouse TRPC6 channel inhibition; B-score at 10 µM; Q61143; AID 2553; actives 1.1% (n = 310,000); HEK293-TRPC6, membrane potential dye, ACh-evoked depolarization; hits give low values;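 active = B-score under library mean minus 3 SD, initial fluorescence not abnormally high, positive integrated signal ratio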;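 also: B-score derived from integrated fluorescence ratio over the kinetic read; more negative B-score means stronger inhibition of depolarization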
RGS4 act: potentiators or activators of RGS4. HEK293 M3R/inducible RGS4, carbachol calcium flux Fluo4; hits give low values. B-score at 10 µM. actives 0.92% (n = 310,000);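 active = B-score of the integrated calcium signal more than 4 SD below the library mean, with starting fluorescence not abnormally high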;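 also: negative B-score means reduced calcium response which marks RGS4 activation or potentiation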
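Also added: carbachol at ECmax as muscarinic agonist stimulus; Assay system: HEK293 cells with stable M3R and inducible RGS4; Timing: overnight RGS4 induction, 30 min dye load 37 °C, 20 min compound RT; Measured by: Fluo4-AM (2 µM) calcium-flux fluorescence, kinetic read.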
ANO1 activ: activates or potentiates the mouse TMEM16A chloride channel | Q8BHY3 | HEK293 TMEM16A/YFP-H148Q/I152L, iodide quench fluorescence; hits give low values | B-score at 10 µM | actives 0.3% (n = 340,000) | AID 623877;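 active = fluorescence-ratio B-score plate-corrected deviation score at least 3 library SD below zero, with starting fluorescence score within 5 deviations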;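 also: channel opened by trigger with iodide after compound preincubation; score built on the fluorescence ratio of max minus min over baseline; more negative score means more quench and so TMEM16A activation or potentiation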
Target sequence (Q8BHY3 whole entry, looked up): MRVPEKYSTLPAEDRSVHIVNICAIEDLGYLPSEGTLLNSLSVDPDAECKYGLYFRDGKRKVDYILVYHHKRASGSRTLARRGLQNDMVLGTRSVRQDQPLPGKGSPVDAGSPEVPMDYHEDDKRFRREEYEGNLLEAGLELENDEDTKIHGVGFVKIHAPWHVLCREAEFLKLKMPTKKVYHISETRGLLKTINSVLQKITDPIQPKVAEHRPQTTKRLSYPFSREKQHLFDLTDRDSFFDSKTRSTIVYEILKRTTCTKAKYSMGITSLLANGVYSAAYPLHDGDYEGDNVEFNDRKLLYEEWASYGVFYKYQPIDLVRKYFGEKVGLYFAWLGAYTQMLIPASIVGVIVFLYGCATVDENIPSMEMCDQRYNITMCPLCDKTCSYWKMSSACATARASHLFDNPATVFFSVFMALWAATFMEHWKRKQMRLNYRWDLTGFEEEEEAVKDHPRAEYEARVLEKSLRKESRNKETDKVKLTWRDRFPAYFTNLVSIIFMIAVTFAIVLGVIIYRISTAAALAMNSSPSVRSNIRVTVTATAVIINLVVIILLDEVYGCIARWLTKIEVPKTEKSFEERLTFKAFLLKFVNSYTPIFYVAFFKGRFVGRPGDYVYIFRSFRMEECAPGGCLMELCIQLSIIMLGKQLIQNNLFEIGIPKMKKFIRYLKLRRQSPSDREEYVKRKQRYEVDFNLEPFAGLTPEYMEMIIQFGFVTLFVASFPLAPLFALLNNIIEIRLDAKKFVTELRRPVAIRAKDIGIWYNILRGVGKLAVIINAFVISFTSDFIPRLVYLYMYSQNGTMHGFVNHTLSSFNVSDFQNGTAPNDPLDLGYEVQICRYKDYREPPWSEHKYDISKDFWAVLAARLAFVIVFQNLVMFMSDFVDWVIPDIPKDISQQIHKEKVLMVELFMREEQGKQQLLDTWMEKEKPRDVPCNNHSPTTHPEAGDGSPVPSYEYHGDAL
MrgX1 antagonist: human MrgX1 receptor antagonism, primary screen; Q96LB2; MRGX1-HEK293 calcium flux, Fluo-4, BAM8-22 antagonism; hits give low values; B-score at 10 µM; actives 1.3% (n = 310,000);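 active = calcium-response B-score plate-corrected more than 3 library SD below zero, starting fluorescence within 5 deviations, no agonist response on first addition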;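 also: peak minus trough fluorescence over baseline after final BAM8-22 challenge near maximal dose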
MrgX1 agonist: human MrgX1 receptor agonism, primary screen | Q96LB2 | MrgX1-HEK293 cells, Fluo-4 calcium fluorescence, agonist mode; hits give high values | B-score at 10 µM | actives 0.44% (n = 310,000) | AID 588627;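 active = calcium response B-score plate-corrected fluorescence ratio at least 3 library SD, with starting fluorescence B-score inside 5 SD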
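Material: MrgX1-expressing HEK293 cells; input: 15,000 cells per well; doses: test compound given as first of three sequential additions; schedule: overnight plating before 1 h dye loading; technique: Fluo-4 NW calcium-flux fluorescence, kinetic read; evaluation: baseline-normalised fluorescence change ratio, B-scored; control set: plate-wise positive and negative controls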
TMEM16A inh: blocks the mouse calcium-activated chloride channel TMEM16A. Q8BHY3. HEK293 TMEM16A/YFP iodide influx fluorescence, ionomycin. normalized B-score (activity score, 25-100; higher = stronger inhibition) at 10 µM. actives 1.2% (n = 310,000). AID 588511;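 active = ratio plate-corrected score three or more library SD toward inhibition, starting fluorescence score within five deviations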;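 also: score derived from kinetic fluorescence span divided by baseline fluorescence per well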
* marks the source's active call; other numbers are inactive results; i = inactive; ? = inconclusive; · = no result given.

SMILES,HDAC3 inhib,MrgX1 allo act,RGS4 block,SKKanGAS inh,TRPC6 activator,TRPC6 inhibitor,RGS4 act,ANO1 activ,MrgX1 antagonist,MrgX1 agonist,TMEM16A inh
O=C(Cn1cnc2ccccc21)N/N=C/c1cccc([N+](=O)[O-])c1,-2.3,i,i,-6.9,i,i,i,i,i,i,i
CN1CCN(c2ccc(NC(=O)CN3CCOCC3)cc2F)CC1,·,i,i,1.2,i,i,i,i,i,i,i
CC1(C)CC(N2CCC(=O)N(C3CC(C)(C)NC(C)(C)C3)C2)CC(C)(C)N1,0.9,i,i,-2.6,i,i,i,i,i,i,i
CCOC(=O)C1NN=C(C(=O)c2ccccc2)C1c1ccc(Cl)cc1 (centres undefined),6.5,i,i,-9.5,i,i,i,i,i,i,i
CC1=NN(c2ccccc2)C(=O)C1C(=O)c1cc([N+](=O)[O-])cc([N+](=O)[O-])c1 (centres undefined),-6.4,i,i,3.8,i,i,i,i,i,i,i
O=C(CCCCCn1c(=O)[nH]c2ccsc2c1=O)N1CCN(C2CCCCC2)CC1,-5.9,i,·,·,·,·,·,i,i,i,i
CC(C)c1ccccc1NC(=O)COc1ccc(C(=O)NCCc2ccccc2)cc1,11.9,i,i,-0.1,i,i,i,i,i,i,i
COc1cc(C(=O)Nc2cccc(-c3nncn3C)c2)cc(OC)c1OC,-7.5,i,i,-5.4,i,i,i,i,i,i,i
CCC(=O)N1c2ccc(S(=O)(=O)CCC(=O)N3CCn4c3nc3ccccc34)cc2CC1C (centres undefined),7.3,i,i,-3.3,i,i,i,i,i,i,i
COc1ccc(CN2CCN(C(C)C)C(CCO)C2)cc1Cn1cccn1 (centres undefined),11.3,i,i,-15.6,i,i,i,i,i,i,i
Oc1ccccc1Oc1ncc(Br)c(N2CCOCC2)n1,-2.8,i,i,-4.2,i,-7.21*,-11.1*,i,i,i,i
CS(=O)(=O)Nc1ccc(C(=O)NCCSC2CCCCC2)cc1,-2.5,i,i,-0.5,i,i,i,i,i,i,i
O=C(c1ccc(C(=O)N2CCOCC2)nc1)N1CCOCC1,2.2,i,i,0.0,i,i,i,i,i,i,i
CCOc1ccc(NC(=O)CSc2ccc(-c3cccnc3)nn2)cc1,1.8,i,i,4.4,i,i,i,i,i,i,i
COC(=O)c1ccc(COc2cccnc2[N+](=O)[O-])cc1,5.5,i,i,2.3,i,i,i,i,i,i,i
N/C(=N\OC(=O)CCCOc1ccc(Cl)cc1Cl)c1ccncc1,4.5,i,i,17.2,i,i,i,i,i,i,i
OC(C#CCCN1CCCCC1)(c1ccccc1)C1CCCCC1 (centres undefined),4.3,i,i,4.4,i,-7.45*,-8.97*,i,i,i,i
N#CC1(NC(=O)COC(=O)c2cc(=O)[nH]c3ccccc23)CCCCC1,-2.0,i,i,34.8,i,i,i,i,i,i,i
CC(=O)c1ccc(N2CCN(C(=O)CCc3ccccc3)CC2)cc1,-5.6,i,i,1.9,i,i,i,i,i,i,i
CN1CCN(S(=O)(=O)c2cccc(S(=O)(=O)c3ccc(Cl)cc3)c2)CC1,2.0,i,i,-9.2,i,i,i,i,i,i,i
Cc1ccc(C)n1NC(=O)c1ccccc1O,0.6,i,i,8.0,i,i,i,i,i,i,i
O=C(Nc1nnc(CC2=CCCCC2)s1)Nc1ccccc1F,-1.6,i,i,2.3,i,i,i,·,i,i,i
O=C(OCc1csc(Nc2ccccc2)n1)c1ccc(Cl)cc1,7.5,i,i,54.8*,i,i,i,i,i,i,i
CCc1ccccc1NC(=O)C1CCCN(c2nn3c(=O)cc(C)nc3s2)C1 (centres undefined),-7.4,i,i,2.6,i,i,i,i,i,i,i
CC(=O)NC1=NN(C(C)=O)C(C)(c2cccs2)S1 (centres undefined),-0.9,i,i,0.1,i,i,i,i,i,i,i
CS(=O)(=O)c1cnc(-c2ccccc2)nc1-c1ccc(Cl)c(Cl)c1,-8.7,i,i,5.5,i,i,i,i,i,i,i
COC(=O)CP(=O)(c1ccccc1)c1ccccc1,-3.6,i,i,10.7,i,i,i,i,i,i,i
CCOc1ccc(C(C)NC(=O)c2cccs2)cc1OCC (centres undefined),-4.7,i,i,-1.1,i,i,i,i,i,i,i
CCc1ccc(OCC(=O)NC(NC(=S)Nc2ccccc2)C(Cl)(Cl)Cl)cc1 (centres undefined),6.1,i,i,30.1,i,i,i,i,i,i,i
O=C(NCc1ccc(Cl)cc1Cl)c1ccccn1,9.5,i,·,·,·,·,·,i,i,i,25*
COc1cccc(OCCNc2cc(N3CCCCC3)ccc2[N+](=O)[O-])c1,-0.8,i,i,2.8,i,i,i,i,i,i,i
O=C1c2ccccc2S(=O)(=O)N1CCOc1ccccc1,-1.3,i,i,-13.3,i,i,i,i,i,i,i
CCC1CCCCN1CCCNC(=O)C1CCC(CNS(=O)(=O)c2c(C)cc(C)cc2C)CC1 (centres undefined),0.0,i,i,-3.5,i,i,i,i,i,i,i
Cc1ccc(/C=N/NC(=O)Cn2cncn2)cc1,0.6,i,i,-5.2,i,i,i,i,i,i,i
S=C(NNc1cccc(Cl)c1)NC1CCCCC1,-2.2,i,i,-11.2,i,i,i,i,i,i,i
Cc1nc2ccc(Cc3ccc4nc(C)[nH]c4c3)cc2[nH]1,-4.0,i,i,11.7,i,i,i,i,i,i,i
COc1ccc(S(=O)(=O)N2CCCOC2CNC(=O)C(=O)NCCCn2ccnc2)cc1 (centres undefined),-0.2,i,i,-14.2,i,i,i,-7.34*,i,i,i
CCOC(=O)NC(=O)C(=CNc1cccc(C)c1)C(=O)NC(=O)OCC,1.4,i,i,6.5,i,i,i,i,i,i,i
Clc1ccc(N2CCN(c3ccnc(Cl)n3)CC2)cc1,1.2,i,i,-0.4,i,i,i,i,i,i,i
O=C(COc1ccccc1)N(CCc1ccccc1)c1nc(-c2ccc(F)cc2)cs1,3.3,i,i,-11.3,i,i,i,i,i,i,i
O=C(c1cnn(-c2ccccc2)c1)c1cc(F)ccc1O,-3.1,i,i,11.3,i,i,i,i,i,i,i
O=C(CSc1nnc(C2CC2)n1-c1ccccc1)NCCc1ccc(F)cc1,0.9,i,i,1.2,i,i,i,i,i,i,i
CC(=O)N1CCN(c2ccc(NC(=O)c3ccc4ccccc4c3)cc2)CC1,-3.1,i,i,-5.0,i,i,i,i,i,i,i
COc1cc2[nH]c3c(N4CCN(c5ccccn5)CC4)ncnc3c2cc1OC,-13.8,i,i,18.4,i,i,i,i,i,i,i
COc1cc(NC(=O)c2cc(CC(C)C)on2)c(OC)cc1Cl,0.9,i,i,-14.5,i,i,i,i,i,i,i
O=C(NCc1ccc(S(=O)(=O)Nc2ccccc2Cl)s1)c1ccccc1,-1.8,i,i,47.1,i,i,i,i,i,i,i
COCc1cc(C)nc(OCC(=O)N/N=C/c2ccc(-c3cc([N+](=O)[O-])ccc3C)o2)c1C#N,7.2,i,i,14.1,i,i,i,i,i,i,i
CC(=O)c1nc2ccccc2n1Cc1ccccc1,-2.4,i,i,0.7,i,i,i,i,i,i,i
Cc1sc2nc[nH]c(=O)c2c1-c1ccc(Cl)cc1,-1.3,i,i,12.4,i,i,i,i,i,i,i
O/N=C1/CCc2nonc2/C1=N/O,3.9,i,i,-0.2,i,i,i,i,i,i,i
Cc1ccc(NC(=O)c2ccc(OC(=O)c3ccco3)cc2)cc1,-2.1,i,i,-0.4,i,i,i,i,i,i,i
CN(C)C(=O)c1nc2ccc(Cl)cn2c1CN1CCCC(OCc2ccccc2)C1 (centres undefined),0.5,i,i,-2.8,i,i,i,i,i,i,i
CCOC(=O)CSc1nc2ccccc2c(=O)[nH]1,4.7,i,i,0.3,i,i,i,i,i,i,i
O=C(Nc1ccc(-n2cnnn2)cc1)c1cn2ccccc2n1,-0.1,i,i,-7.7,i,-5.09*,i,i,i,i,i
Cc1cc(C)nc(SCc2nnc(SCC(=O)N3CCCc4ccccc43)o2)n1,1.2,i,i,-4.5,i,i,i,i,i,i,i
CCc1ccc(N(C(C)=O)c2nc(CCl)cs2)cc1,?,i,i,-1.2,i,i,i,i,i,i,i
CCCN1C2CCCC1CC(NC(=O)NC13CC4CC(CC(C4)C1)C3)C2 (centres undefined),-5.9,i,i,-1.2,i,i,i,i,i,i,i
CCNc1nc(Cl)nc(NCCOc2ccc(C)cc2)n1,-1.7,i,i,1.8,i,i,i,i,i,i,i
Brc1ccc(OCCOc2cccc3cccnc23)cc1,7.5,i,i,-6.2,i,i,i,i,i,i,i
Cc1cc(Nc2ccc(N3CCC(C)CC3)cc2)n2ncnc2n1,7.4,i,i,-16.5,i,i,i,i,i,i,i

Next entries follow:
SMILES,HDAC3 inhib,MrgX1 allo act,RGS4 block,SKKanGAS inh,TRPC6 activator,TRPC6 inhibitor,RGS4 act,ANO1 activ,MrgX1 antagonist,MrgX1 agonist,TMEM16A inh
N#C/C(C(=O)NCc1ccccc1)=C1/SC(Cc2ccc(Cl)cc2)C(=O)N1c1ccccc1 (centres undefined),-2.3,i,i,14.4,i,i,i,i,i,i,i
NC(=O)c1ccc(-n2nnnc2SCC(=O)Nc2ccc(F)cc2)cc1,6.5,i,i,-0.2,i,i,i,i,i,i,i
CCCOc1ccc2[nH]cc(C(=O)O)c(=O)c2c1,-2.2,i,i,-15.0,i,i,i,i,i,i,i
Cc1ccc(NC(=O)CCl)cc1S(=O)(=O)N1CCCCCC1,0.7,i,i,4.7,i,i,i,i,i,29.3*,i
CCCN(CCC)C(=S)NC(=O)c1ccc(-c2ccccc2)cc1,-3.6,i,i,37.8,i,i,i,i,i,i,i
Cc1ccc(NC(=O)C2CC(=O)N(c3ccc4c(c3)OCCO4)C2)cc1S(=O)(=O)N(C)C (centres undefined),3.0,i,i,5.5,i,i,i,i,i,i,i
